Compound activity deposited in PubChem by The Scripps Research Institute Molecular Screening Center.
PREPL inh: human PREPL enzyme inhibition | AID 2751 | inhibition, % at 5.96 µM | recombinant PREPL, fluorescence polarization activity-based probe | Q4J6C6 | hit rate 0.68% among 320,000; in the data active = inhibition above about 43%;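 note: 0% = enzyme with DMSO and 100% = wells lacking enzyme; many of its hits are not listed in these tables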
LYPLA1 counter: LYPLA1 (human) inhibition in PME1 counter-screen; O75608; recombinant LYPLA1, FP-Rh probe fluorescence polarization; inhibition, % at 5.9 µM; hit rate 0.16% among 320,000; AID 2174;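 active = inhibition above the mean of all tested compounds plus 3 SD, set per campaign, cut at about 14% in these data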;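 note: inhibitors block serine hydrolase probe labeling of LYPLA1 so polarization falls; 0% = enzyme with DMSO and 100% = wells lacking LYPLA1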
Target sequence (O75608 whole entry, looked up): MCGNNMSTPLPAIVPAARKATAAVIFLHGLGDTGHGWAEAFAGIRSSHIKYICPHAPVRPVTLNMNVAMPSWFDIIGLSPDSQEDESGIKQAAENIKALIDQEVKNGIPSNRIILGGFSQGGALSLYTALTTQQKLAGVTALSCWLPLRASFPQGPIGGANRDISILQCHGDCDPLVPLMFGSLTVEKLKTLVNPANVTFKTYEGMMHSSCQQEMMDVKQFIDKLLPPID
PAFAH1B3 FP inh: inhibitors of human PAFAH1B3; Q15102; recombinant PAFAH1B3, FP-rhodamine probe, fluorescence polarization; inhibition, % at 3.39 µM; hit rate 0.28% among 340,000; AID 492972;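 active = inhibition above the screen-wide average of all tested compounds plus 3 SD, cut at about 25% in these data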;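 note: 0% = enzyme with DMSO only and 100% = wells lacking PAFAH1B3 protein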
PAFAH1B2 FP inh: inhibitors of human PAFAH1B2. P68402. recombinant PAFAH1B2, FP-rhodamine activity probe, fluorescence polarization. inhibition, % at 3.39 µM. hit rate 1.2% among 340,000. AID 492953;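 active = inhibition above the mean of all tested compounds plus 3 SD, cut at about 24% in these data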;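 note: 0% = enzyme with DMSO and 100% = wells lacking PAFAH1B2; many of its hits are not listed in these tables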
Target sequence (P68402 whole entry, looked up): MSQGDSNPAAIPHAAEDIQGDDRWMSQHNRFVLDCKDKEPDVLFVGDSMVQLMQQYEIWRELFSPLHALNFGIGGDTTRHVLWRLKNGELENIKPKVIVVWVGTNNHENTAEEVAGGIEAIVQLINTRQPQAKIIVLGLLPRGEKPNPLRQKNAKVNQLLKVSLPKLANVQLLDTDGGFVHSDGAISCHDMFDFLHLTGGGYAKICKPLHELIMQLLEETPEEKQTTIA
GSTO1 counter: GSTO1 inhibition, counter-screen for RBBP9 inhibitors | P78417 | recombinant GSTO1, activity-based probe fluorescence polarization | inhibition, % at 5.96 µM | hit rate 1.1% among 300,000 | AID 1974;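 active = inhibition above the campaign mean inhibition plus 3 SD, cut at about 35% in these data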;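 note: 0% = GSTO1-1 with DMSO and 100% = wells lacking GSTO1-1 enzyme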
Target sequence (P78417 whole entry, looked up): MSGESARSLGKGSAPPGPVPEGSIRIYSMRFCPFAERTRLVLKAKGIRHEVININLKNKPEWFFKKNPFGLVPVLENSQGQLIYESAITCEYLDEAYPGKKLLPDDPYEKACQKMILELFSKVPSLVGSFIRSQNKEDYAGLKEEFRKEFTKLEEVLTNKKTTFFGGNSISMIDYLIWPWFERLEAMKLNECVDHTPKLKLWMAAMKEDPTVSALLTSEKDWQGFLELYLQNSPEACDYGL
LYPLA2 inh: counter-screen for PME1 inhibitors: inhibitors of human LYPLA2; hit rate 0.38% among 320,000; inhibition, % at 5.9 µM; recombinant LYPLA2, FP-Rh probe fluorescence polarization; O95372; AID 2177;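 active = inhibition above the screen-wide mean plus 3 SD, limit set per campaign, cut at about 26% in these data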;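 note: 0% = LYPLA2 with DMSO and 100% = wells lacking LYPLA2 enzyme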
Target sequence (O95372 whole entry, looked up): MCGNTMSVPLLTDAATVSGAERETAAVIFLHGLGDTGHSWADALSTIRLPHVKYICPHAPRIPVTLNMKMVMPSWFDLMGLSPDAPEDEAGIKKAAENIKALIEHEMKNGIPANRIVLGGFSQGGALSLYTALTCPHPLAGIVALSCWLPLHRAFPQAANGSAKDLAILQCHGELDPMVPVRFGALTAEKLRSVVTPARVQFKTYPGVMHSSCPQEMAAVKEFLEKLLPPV
PAD4 inh: inhibitors of human PAD4; hit rate 0.41% among 330,000; inhibition, % at 6.36 µM; recombinant PAD4, RCA probe fluorescence polarization; Q9UM07; AID 485272;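 active = percent inhibition above a cutoff equal to the mean of all tested compounds plus 3 SD, cut at about 15% in these data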;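 note: 0% = PAD4 with RCA probe and DMSO and 100% = probe without PAD4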
PAFAH2 inh: inhibitors of human PAFAH2 | Q99487 | recombinant PAFAH2, FP-rhodamine activity probe, fluorescence polarization | inhibition, % at 3.39 µM | hit rate 0.99% among 340,000 | AID 492956;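 active = inhibition above the mean over all tested compounds plus 3 SD, cut at about 30% in these data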;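 note: inhibitors block probe labeling of enzyme so polarization drops; 0% = enzyme with DMSO and 100% = wells lacking PAFAH2 protein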
pPAFAH inh: inhibitors of human plasma PAF acetylhydrolase (pPAFAH). recombinant pPAFAH, FP-rhodamine probe fluorescence polarization. Q13093. hit rate 1.5% among 330,000. inhibition, % at 3.39 µM;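 active = inhibition above the mean inhibition across the screen plus 3 SD, cut at about 25% in these data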;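 note: inhibitors block binding of the rhodamine activity-based probe so polarization drops; 0% = enzyme with DMSO and 100% = wells lacking pPAFAH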
* hit, by the source's call; . = not tested or not shown.

Start of the data: the first 13 compounds, ahead of the listing:
SMILES	PREPL inh	LYPLA1 counter	PAFAH1B3 FP inh	PAFAH1B2 FP inh	GSTO1 counter	LYPLA2 inh	PAD4 inh	PAFAH2 inh	pPAFAH inh
COCCn1c(SCC(=O)Nc2ccc(N3CCOCC3)cc2)nc2ccccc21	-1	1	4	0	-3	5	-3	-6	5
COc1ccc(C(=O)n2c(SC)nc3cc4c(cc32)OCCO4)cc1	10	0	-2	1	-2	-3	-5	2	5
C=CCOc1cccc(/C=N/NC(=O)C(=O)NCc2ccco2)c1	-11	-1	5	-2	5	0	0	2	8
COc1ccnc(CSC(N)=Nc2ccccc2OC)c1	0	6	9	2	20	2	5	0	-1
CCCOC(=S)Nc1ccccc1	4	1	3	3	5	13	4	-3	1
Cc1csc(NC(=O)CNC(=O)OCc2ccccc2)n1	8	4	2	2	1	7	1	-3	3
COc1cccc(Oc2cn[nH]c2-c2ccc(O)cc2O)c1	9	-3	4	10	10	2	3	0	3
O=c1c2c(C(F)(F)F)cc(C(F)(F)F)nc2[nH]n1-c1ccccc1	6	2	6	0	-13	-3	4	-1	5
Cc1ccc(CNc2ccc([N+](=O)[O-])cc2C(N)=O)cc1	6	0	9	10	-5	12	-3	9	13
Cc1cc(SCC(=O)N2CCCC2=O)nc2c(C)cccc12	8	-1	8	-2	7	3	1	2	2
O=c1[nH]ncc(N2CCCCC2)c1Cl	-7	5	1	2	-4	2	2	-1	5
CSc1nsc(SC)c1C(N)=O	-7	3	0	2	0	1	3	0	1
COc1ccc(OCCCC(=O)Nc2ccc(N3CCOCC3)cc2)cc1	15	0	-2	2	2	0	-3	-1	0

The whole of this part, from the start:
SMILES	PREPL inh	LYPLA1 counter	PAFAH1B3 FP inh	PAFAH1B2 FP inh	GSTO1 counter	LYPLA2 inh	PAD4 inh	PAFAH2 inh	pPAFAH inh
COCCn1c(SCC(=O)Nc2ccc(N3CCOCC3)cc2)nc2ccccc21	-1	1	4	0	-3	5	-3	-6	5
COc1ccc(C(=O)n2c(SC)nc3cc4c(cc32)OCCO4)cc1	10	0	-2	1	-2	-3	-5	2	5
C=CCOc1cccc(/C=N/NC(=O)C(=O)NCc2ccco2)c1	-11	-1	5	-2	5	0	0	2	8
COc1ccnc(CSC(N)=Nc2ccccc2OC)c1	0	6	9	2	20	2	5	0	-1
CCCOC(=S)Nc1ccccc1	4	1	3	3	5	13	4	-3	1
Cc1csc(NC(=O)CNC(=O)OCc2ccccc2)n1	8	4	2	2	1	7	1	-3	3
COc1cccc(Oc2cn[nH]c2-c2ccc(O)cc2O)c1	9	-3	4	10	10	2	3	0	3
O=c1c2c(C(F)(F)F)cc(C(F)(F)F)nc2[nH]n1-c1ccccc1	6	2	6	0	-13	-3	4	-1	5
Cc1ccc(CNc2ccc([N+](=O)[O-])cc2C(N)=O)cc1	6	0	9	10	-5	12	-3	9	13
Cc1cc(SCC(=O)N2CCCC2=O)nc2c(C)cccc12	8	-1	8	-2	7	3	1	2	2
O=c1[nH]ncc(N2CCCCC2)c1Cl	-7	5	1	2	-4	2	2	-1	5
CSc1nsc(SC)c1C(N)=O	-7	3	0	2	0	1	3	0	1
COc1ccc(OCCCC(=O)Nc2ccc(N3CCOCC3)cc2)cc1	15	0	-2	2	2	0	-3	-1	0
CC(C)(C)c1ccc(C(=O)NCCC(=O)N2CCN(c3ncccn3)CC2)cc1	2	-7	-1	30*	7	-10	1	1	0
O=C1/C(=C/c2ccc([N+](=O)[O-])cc2)C=C(c2ccccc2)N1c1ccccc1	-7	-12	-22	-18	0	-21	-1	-32	-8
CCOc1ccc(-n2c(SC(C)C(=O)OC)nc3c(c2=O)SCC3)cc1 (centres undefined)	10	2	3	1	3	5	-2	0	7
CN1C2C=C3C(C#N)=C(N)C(C#N)(C#N)[C@@H](c4ccsc4)[C@@H]3C1CC2 (some centres undefined)	4	1	.	.	18	-3	5	.	9
CSCCC(NS(=O)(=O)c1ccc(Cl)cc1)C(=O)OCC(=O)N1CCOCC1 (centres undefined)	8	0	5	11	-3	3	-4	1	6
CCCN1CCc2c(sc(NC(=O)c3ccc(S(=O)(=O)N(C)c4ccccc4)cc3)c2C(N)=O)C1	6	-5	6	3	-3	1	-7	0	-1
CCN(CC(=O)NCc1ccc(F)cc1)C(=O)c1ccc(Cl)cc1	-6	-1	6	6	1	-2	2	9	0
Cn1nc(-c2ccccn2)nc2c(=O)n(C)c(=O)nc1-2	59*	92*	68*	32*	97*	90*	74*	59*	12
CN(c1ccc(C(=O)N2CCOCC2)cc1)S(=O)(=O)c1cccs1	-2	2	0	6	8	10	-4	14	-2
COc1ccc(C(=O)C2CCCN(Cc3cccn3-c3ccccn3)C2)cc1F (centres undefined)	31	5	4	1	-4	3	-1	-3	1
Cc1ccc(C)c(OCc2cc(C(=O)NC(C)c3cnn(C)c3)no2)c1 (centres undefined)	-6	-6	1	4	-5	-5	-1	-5	6
COc1ccc(C(=O)Nc2cnn(Cc3c(F)cccc3Cl)c2)cc1OC	2	-5	14	-2	-9	5	2	-2	1
SMILES	PREPL inh	LYPLA1 counter	PAFAH1B3 FP inh	PAFAH1B2 FP inh	GSTO1 counter	LYPLA2 inh	PAD4 inh	PAFAH2 inh	pPAFAH inh
CCCCc1nnc(SC(C)C(=O)Nc2nccs2)n1C (centres undefined)	-3	1	2	0	-6	1	-1	8	4
Cc1ccc(NC(=S)N2CCC(C(N)=O)(N3CCCCC3)CC2)c(C)c1	10	4	5	0	3	2	-6	-6	1
COc1ccc(/C=N/NC(=O)c2ccc3c(c2)OCO3)cc1	5	0	4	3	-8	-2	-5	-2	3
C/C(=N\NC(=O)c1ccn(C)n1)c1ccc(NC(=O)C2CCCC2)cc1	2	-1	3	1	-2	-3	1	-4	1
CN(Cc1ccccc1)c1c([N+](=O)[O-])c(=O)n(C)c2ccccc12	14	0	-1	2	-2	-1	-6	-2	-2
CC(C)C[C@@H](C(=O)NC1CCN(Cc2ccccc2)CC1)N1C(=O)N2CCc3c([nH]c4ccccc34)[C@@]2(C)C1=O	44*	0	8	-1	-5	3	5	-5	3
COc1ccc(N2CCN(C(=O)CSc3nnc(Cn4nnc5ccccc54)n3C)CC2)cc1	6	4	-3	-6	3	13	-4	-10	5
COc1ccc(C(C)=O)cc1COC(=O)c1cc2ccccc2cc1O	11	-12	-3	-1	-2	-12	0	-5	-3
Cc1c(Cl)c([N+](=O)[O-])nn1CCCC(=O)Nc1cc(Oc2ccccc2)cc([N+](=O)[O-])c1	2	1	1	-5	0	2	0	-2	4
CCCCCC(=O)N/N=C/c1cc(Br)c(O)c(OC)c1	9	2	-3	4	-1	3	-2	9	4
Cc1ccc(-c2ccc(=O)n(CCC(=O)N3CCN(c4cccc(C)c4)C(C)C3)n2)cc1 (centres undefined)	-5	-2	7	2	7	1	-2	0	6
COc1ccc(C(=O)Nc2nnc(S(=O)(=O)Cc3ccccc3)s2)cc1	-2	1	8	3	-6	1	6	2	-2
COC(=O)c1ccc(C(C(=O)NC2CCCCC2)N(Cc2ccc(F)cc2)C(=O)Cc2cccs2)cc1 (centres undefined)	12	0	-1	-1	1	-3	-1	-2	1
CCCN(C(=O)c1ccco1)c1nnc(-c2cccc(C)c2)s1	-5	-6	6	2	3	-11	-3	-1	8
CCOC(=O)c1cnc2cc(C)ccn2c1=O	-2	-4	4	3	-4	3	-2	7	-1
Cc1ccc(C)c(NC(=O)C(c2ccccc2)N2CCN(CC(=O)N3CCOCC3)CC2)c1 (centres undefined)	-2	.	-3	-4	.	.	3	-4	1
CN(C)CCNc1ccc(-c2nn(C)c(=O)c3ccccc23)cc1[N+](=O)[O-]	0	-2	4	2	7	3	0	-8	3
Cc1ccc(S(=O)(=O)N2CCOCC2)cc1NC(=O)COC(=O)c1cc[n+]([O-])cc1	11	0	5	-2	.	3	3	-1	-1
Cc1nc2ccccn2c1-c1ccnc(SCc2ccc(Cl)cc2)n1	-55	-4	3	9	-16	-30	-6	-4	-10
CCCn1c(C(C)Nc2nc(-c3ccc(C)cc3)cs2)nc2cc(Cl)c(Cl)cc21 (centres undefined)	-16	-6	2	3	2	-6	0	-7	5
O=S(=O)(N/N=C\c1c(F)cccc1Cl)c1ccc(Cl)cc1	-17	1	0	8	2	9	2	-6	0
CCOC(=O)c1nnn(-c2nonc2N)c1CSc1ccccc1	-14	4	7	1	-1	7	1	2	-3
COc1ccccc1C(=O)N1CCN(C2CCN(Cc3ccccc3)CC2)CC1	-37	0	0	6	0	2	5	3	-1
C=CCC[C@H](Cc1ccc(F)cc1)C(=O)OC[C@H](Cc1c[nH]c2ccccc12)NC(=O)[C@@H](CC=C)CC(=O)N[C@@H](CO)Cc1ccccc1	5	.	3	6	.	.	-8	6	2
CCS(=O)(=O)N1Cc2ccccc2CC1C(=O)N(C)CC(=O)Nc1ccc(F)c(F)c1F (centres undefined)	0	1	-4	-3	8	1	4	3	3
SMILES	PREPL inh	LYPLA1 counter	PAFAH1B3 FP inh	PAFAH1B2 FP inh	GSTO1 counter	LYPLA2 inh	PAD4 inh	PAFAH2 inh	pPAFAH inh
Cc1cccc(NC(=O)C(CC(C)C)NC(=O)C2CCC(C)CC2)n1 (centres undefined)	-5	3	1	-4	4	6	20*	-3	6
O=C(Cn1cnc2c(nnn2-c2ccccc2)c1=O)N1CCCc2ccccc21	-8	0	6	5	4	7	-1	3	0
Cc1nc(C)c(-c2csc(Nc3cccc(O)c3)n2)s1	9	-4	8	10	-4	-3	2	21	15
COc1cc2c(cc1OC)C(c1cccc([N+](=O)[O-])c1)N(C(=O)c1ccc(F)cc1)CC2 (centres undefined)	8	-4	4	-1	2	2	1	-1	1
Cc1ccc2oc(C(=O)N(Cc3ccc(N(C)C)cc3)CC3CCCO3)c(C)c2c1 (centres undefined)	20	4	4	-9	2	-2	2	3	7
Cc1nnc(NCCc2ccccc2)c2ccccc12	22	2	-3	6	-4	-3	-5	-6	2
Cn1nnnc1SCC(=O)Nc1nc(-c2ccccc2)c(-c2ccccc2)o1	14	-1	2	7	0	-1	-2	3	7
CC(Sc1nccn1C)C(=O)NC1(C#N)CCCCC1 (centres undefined)	15	3	-4	7	.	15	2	4	2
CNC(=S)N1CCN(CCNC2=CC(=O)CC(C)(C)C2)CC1	-1	-1	4	3	8	-7	-1	3	2
Cc1nn(CC(=O)Nc2cccnc2)c(C)c1[N+](=O)[O-]	-8	1	8	-2	1	-2	3	-3	2
COc1cccc(C2(O)CCN(C(=O)C(C)C)CC2)c1	7	-2	7	5	3	-1	-2	2	1

Marked active in PAFAH1B3 FP inh, of those listed so far:
SMILES	PREPL inh	PAFAH1B3 FP inh	PAFAH1B2 FP inh	PAD4 inh	PAFAH2 inh	pPAFAH inh
Cn1nc(-c2ccccn2)nc2c(=O)n(C)c(=O)nc1-2	59*	68*	32*	74*	59*	12

Only part of the results is shown; rates above refer to the full screens.
